L3MBTL1 inh – inhibitors of human L3MBTL1 | Q9Y468 | AlphaScreen L3MBTL1–H3K9me1 peptide binding | Potency, µM (series often up to 57.1 µM), without a hit: top-dose activity, negative = inhibition, actives largely listed as inhibitors | 0.66% of 230,000 active; note: % is set by controls: 0 for no effect and ±100 for the full control effect; nearly all actives have a fitted effect of over 60% in size
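L3MBTL1 50 nM + b-AHA-H3(1-15)K9me1 75 nM, 30 min RT; compound added, 30 min RT; streptavidin donor/Ni-chelate acceptor beads 10 ug/mL each final, 30 min RT dark; AlphaScreen read.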
TR SRC2 fluor cs – counter-screen for TRb-SRC2 inhibitors: fluorescence interference. TRb/SRC2 Texas Red total fluorescence interference. Potency, µM (doses to about 106 µM), inactives show top-dose fluorescence change, negative = quenching. 0.29% of 280,000 active. AID 1479; active = well fitted curve in either direction with a large enough effect; inconclusive = small, poorly fitted or top-dose-only effect; note: % is set by controls: 0 for no effect and ±100 for the full control effect
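Human TRβ ligand-binding domain (0.6 uM) and Texas Red SRC2 peptide (20 nM) in Tris buffer with 1 uM T3 and 5% DMSO were incubated with pinned compound for 5 hr at ambient temperature. Total fluorescence was computed as S + 2P (555/632 nm).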
Tau ThT inhib – inhibitors of human tau fibril formation, thioflavin T binding; P10636; recombinant tau K18 P301L, heparin-induced fibrillization, ThT fluorescence; Potency, µM (top dose mostly 57.4 µM), inactives show at the top dose activity, negative = inhibition, hits mostly inhibitors; 2.1% of 270,000 active; AID 1460; note: % is set by controls: 0 for no effect and ±100 for the full control effect; nearly all actives have a fitted effect of over 55% in size
Target sequence (P10636 561-689 P618L limits assumed): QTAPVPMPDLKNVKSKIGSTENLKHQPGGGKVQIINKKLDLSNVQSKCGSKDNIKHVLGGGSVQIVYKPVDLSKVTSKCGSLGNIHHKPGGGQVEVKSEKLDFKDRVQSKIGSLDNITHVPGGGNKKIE
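Aggregation was driven by heparin (20 uM final) acting on recombinant tau […] bearing P301L in 100 mM sodium acetate pH 7; fibrils were detected with Thioflavin T.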
HTT cytoprotect – protects HTT-Q103 PC12 cells, measured by ATP; PC12 HTT-Q103 induced, cytoprotection, ATP luminescence, 40 h; Potency, µM (top dose mostly 56.4 µM), inactives show cytoprotection (ATP increase), actives largely listed as activators; 0.14% of 230,000 active;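 note: % of control where 0% means no effect; nearly all actives have a fitted effect of over 45% in size; toxic huntingtin expression switched on by the ecdysone agonist tebufenozide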
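Compounds were screened for protection of PC12 cells against cell death after tebufenozide induction (100 nM final) of mutant Huntingtin exon 1 (Q103) fused to GFP.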
Tau fluor counter – counter-screen for tau fibril formation inhibitors; tau K18 P301L Alexa594 fluorescence, heparin fibrillization; Potency, µM (series often up to 57.7 µM), inactives show top-dose activity change, negative = decrease; AID 1463; 0.93% of 280,000 active; note: % is set by controls: 0 for no effect and ±100 for the full control effect; nearly all actives have a fitted effect of over 55% in size
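Human tau K18 P301L (15 uM unlabeled, 0.24 uM Alexa 594-labeled) in 100 mM sodium acetate pH 7 with 20 uM heparin, 6 hr at 37 C. ThT 30 uM added, 1 hr ambient; Alexa 594 FP and total fluorescence read at 555/632 nm.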
RECQ1 helicase – blocks DNA unwinding by human RECQ1. 0.54% of 240,000 active. AID 2549. Potency, µM (highest dose often 57.3 µM), inactives show at the highest dose activity, negative = inhibition, actives largely listed as inhibitors. P46063. RECQ1 DNA unwinding, red fluorescence kinetic read;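 note: plate controls were vehicle for no effect and no enzyme for full effect; nearly all actives have a fitted effect of over 30% in size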
Target sequence (P46063 whole entry, looked up): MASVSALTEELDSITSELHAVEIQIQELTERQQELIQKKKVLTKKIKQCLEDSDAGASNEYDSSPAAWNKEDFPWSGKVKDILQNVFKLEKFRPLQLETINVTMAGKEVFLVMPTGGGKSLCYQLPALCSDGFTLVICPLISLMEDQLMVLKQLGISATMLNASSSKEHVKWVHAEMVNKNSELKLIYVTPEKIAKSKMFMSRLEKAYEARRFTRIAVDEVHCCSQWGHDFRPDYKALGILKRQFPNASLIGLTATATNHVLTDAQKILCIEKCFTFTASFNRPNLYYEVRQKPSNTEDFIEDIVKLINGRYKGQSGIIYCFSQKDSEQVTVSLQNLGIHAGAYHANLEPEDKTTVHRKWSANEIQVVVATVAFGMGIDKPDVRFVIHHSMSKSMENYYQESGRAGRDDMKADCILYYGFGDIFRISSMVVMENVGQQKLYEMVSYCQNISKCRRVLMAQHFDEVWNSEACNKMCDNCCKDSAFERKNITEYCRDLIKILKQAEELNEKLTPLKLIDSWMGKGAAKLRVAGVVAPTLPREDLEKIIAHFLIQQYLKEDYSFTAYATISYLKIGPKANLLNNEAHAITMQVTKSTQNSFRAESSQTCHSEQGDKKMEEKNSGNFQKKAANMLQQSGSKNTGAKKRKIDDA
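RECQ1T1 50 nM; forked duplex (20 bp + 30-nt ss tails) 200 nM, ATP 2 mM final; pH 8.0, 2 mM MgCl2, 2.5 ug/ml poly(dI-dC); 15 min compound preincubation; discontinuous kinetic read over 2 h at RT.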
TRb-SRC2 inh – inhibitors of human thyroid hormone receptor beta-SRC2 interaction. P10828. TRbeta-SRC2 peptide binding, fluorescence polarization; receptor liganded with 1 µM T3. Potency, µM (series often up to 106 µM), for inactives: at the highest dose activity change, negative = inhibition, usual class: inhibitors. 0.065% of 280,000 active;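 note: plate controls were bound peptide for no effect and peptide without receptor for full effect; nearly all actives have a fitted effect of over 50% in size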
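Fluorescence polarization of 20 nM Texas Red SRC2 peptide with 0.6 uM human TRb ligand-binding domain, in Tris buffer with 1uM T3 and 5% DMSO. Incubated 5 hr ambient; normalized to unbound and bound controls.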
Tau fibril FP – inhibitors of human tau fibril formation | P10636 | K18 P301L tau heparin fibrillization, Alexa594 FP, 6 h | Potency, µM (doses to about 57.7 µM), without a hit: at the top dose activity, negative = inhibition, most hits filed as inhibitors | 0.39% of 280,000 active | AID 1468; note: % is set by controls: 0 for no effect and ±100 for the full control effect; nearly all actives have a fitted effect of over 55% in size
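K18 P301L tau (15 uM unlabeled/0.24 uM Alexa 594-labeled, final) + compound + heparin 20 uM final; 100 mM NaOAc pH 7; 6 hr 37 C; ThT 30 uM final added, 1 hr RT; FP ex 555/em 632 nm.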
* marks the source's active call; other numbers are inactive results; i = inactive; ? = inconclusive; · = not tested or not shown; [ ] = remark or other dose. Unless noted, calls come from the whole dose curve; as a rule, active = well fitted curve in the direction sought with a large enough effect; inconclusive = small, poorly fitted or top-dose-only effect, or another doubt; inactive = no such curve, though single readings can be large; an effect the other way counts as inactive or inconclusive. Potency is the fitted concentration of half-maximal effect.

SMILES	L3MBTL1 inh	TR SRC2 fluor cs	Tau ThT inhib	HTT cytoprotect	Tau fluor counter	RECQ1 helicase	TRb-SRC2 inh	Tau fibril FP
Cc1ccc(C)c2c1sc(=NC(=O)CN1C(=O)CCC1=O)n2C	·	0%	-9%	-3%	-5%	i	-12%	-3%
Cc1ccc2nc(-c3ccc(Br)o3)oc(=O)c2c1	·	-2%	-14%	-17%	-2%	-2%	8%	0%
O=C(CCN1CCCCC1)Nc1ccc(Br)cc1	7%	-3%	2%	15%[10 µM]	-6%	-2%	-3%	7%
COc1cccc(-c2nnc(SCC(=O)N3CCc4ccccc43)o2)c1	·	-3%	?	·	-13%	·	2%	-9%
CS(=O)(=O)N(CC(=O)NCc1ccncc1)c1cc(Cl)cc(Cl)c1	9%	3%	6%	-4%	9%	i	3%	-2%
Cc1c(NC(=O)C(=O)/C=C(/O)c2ccccc2)c(=O)n(-c2ccccc2)n1C	9%	1%	-3%	7%[10 µM]	11%	-5%	-6%	5%
O=C1C2C3C=CC(C4CC34)C2C(=O)N1/N=C/c1ccc([N+](=O)[O-])s1 (configuration not stated)	3%	1%	-5%	·	-7%	-8%	5%	-4%
N#Cc1ccc(CSCC(=O)NN=C2CCCC2)cc1	·	-2%	-15%	-34%[inhibitor]	-3%	-3%	-5%	2%
O=C(N/N=C/c1cccc(Br)c1)c1ccc(Cn2cc(Br)cn2)o1	2%	-1%[53 µM]	?	5%[10 µM]	-21%	-2%	5%[53 µM]	-2%
Cc1ccccc1CN(c1ccc(C(=O)Nc2ccccc2C(=O)NCc2ccco2)cc1)S(C)(=O)=O	·	2%	-9%	1%	?	-7%	-15%	?
COc1ccc(NC(=O)Cn2ccn(-c3ccc(F)c(F)c3)c(=O)c2=O)cc1Cl	·	5%	?	·	?	·	-3%	-7%
COc1ccc(C(=O)Nc2ccc(C(=O)OCc3cc(=O)n4nc(C5CC5)sc4n3)cc2)cc1	·	-2%	15%	·	-6%	·	8%	-5%
O=C1C=C(O)C(n2cncn2)C(c2ccc(F)cc2)C1 (configuration not stated)	13%	-2%	-12%	2%[10 µM]	-2%	1%	-3%	-7%
CN(C)S(=O)(=O)c1cccc(C(=O)Nc2ccccc2[N+](=O)[O-])c1	-8%	-7%	-17%	13%[10 µM]	-24%	i	3%	12%
C/C(=N\Nc1c([N+](=O)[O-])c(C)nn1C)c1ccc(F)cc1F	·	-2%	?	-26%	-5%	i	-3%	-5%
N#Cc1ccccc1Sc1ccccc1C(=O)Nc1ccc(Br)cc1	8%	-4%	9%	-43%[inhibitor]	?	-9%	2%	?
CS(=O)(=O)N1CCN(C(=O)Cc2cccs2)CC1	4%	-5%	-7%	21%[10 µM]	-6%	-1%	3%	-7%
Cc1ccc(N(C)C(=O)C2CCN(S(=O)(=O)c3ccc4c(c3)oc(=O)n4C)CC2)cc1	·	-1%	-7%	-13%	-10%	-20%	-7%	4%
CSc1nc(N)nc(C(C)C)n1	5%	-1%	-2%	-3%[10 µM]	2%	i	0%	7%
Cc1cccc(NC(=O)CN2C(=O)C(c3ccc(F)cc3)=NC23CCCCCC3)c1C	·	-3%	-4%	·	-8%	·	7%	-7%
CCOC(=O)Cc1csc(NS(=O)(=O)c2ccc(F)cc2)n1	2%	5%	-2%	-1%	-4%	-6%	7%	-6%
CCOC(=S)SCc1cn2ccccc2n1	·	-1%	?	·	-16%	-9%	8%	?
COC(=O)c1ccc(NC(=O)CSc2nc3ncccc3[nH]2)cc1	4%	-1%	?	2%[10 µM]	-9%	0%	9%	-6%
CC(C)c1cc(C(=O)NC2CCCCC2)no1	16%	2%	5%	12%[10 µM]	4%	i	-1%	5%
CC(C)=CCN1CCN(Cc2nc(C(C)C)cs2)CC1CCO (configuration not stated)	38%	-7%	0%	14%	-1%	i	-4%	5%

The closing 5 compounds of the section above open the next one.
SMILES	L3MBTL1 inh	TR SRC2 fluor cs	Tau ThT inhib	HTT cytoprotect	Tau fluor counter	RECQ1 helicase	TRb-SRC2 inh	Tau fibril FP
CCOC(=O)Cc1csc(NS(=O)(=O)c2ccc(F)cc2)n1	2%	5%	-2%	-1%	-4%	-6%	7%	-6%
CCOC(=S)SCc1cn2ccccc2n1	·	-1%	?	·	-16%	-9%	8%	?
COC(=O)c1ccc(NC(=O)CSc2nc3ncccc3[nH]2)cc1	4%	-1%	?	2%[10 µM]	-9%	0%	9%	-6%
CC(C)c1cc(C(=O)NC2CCCCC2)no1	16%	2%	5%	12%[10 µM]	4%	i	-1%	5%
CC(C)=CCN1CCN(Cc2nc(C(C)C)cs2)CC1CCO (configuration not stated)	38%	-7%	0%	14%	-1%	i	-4%	5%
CCOC(=O)N1CCC(N(CCN(C)C)C(=S)Nc2cccc(SC)c2)CC1	·	2%	3%	-21%	-7%	-5%	-3%	7%
CC(=O)c1cccc(NC(=O)c2cc3ccccn3n2)c1	·	-3%	?	-91%[inhibitor]	-15%	-5%	-4%	-2%
COc1cccc(-c2nnc(SCC(=O)N(C)c3ccccc3)o2)c1	·	-1%	-2%	·	-7%	·	-5%	5%
C=CCN(CC=C)C(=O)c1ccc(OC2CCN(Cc3ccccn3)CC2)cc1	-2%	0%	-13%	8%[10 µM]	-12%	-5%	0%	-21%
NC(C(=O)NC1C(=O)N2C(C(=O)O)=C(Cl)CSC12)c1ccccc1 (configuration not stated)	·	-3%	14µM*	-38%	-20%	i	0%	?
Cc1ccc(NC(=O)CSc2ccc(-c3ccco3)nn2)cc1	·	-1%	?	-30%[inhibitor]	-13%	8%	-2%	6%
CCOC(=O)C1=C(C)N=C2SC(C(=O)OC)=CC(=O)N2C1c1cccc(OC)c1 (configuration not stated)	-20%	-2%	-18%	-34%	-18%	0%	-2%	-1%
COCCNC(=O)CN1C(=O)CSc2ncccc21	-6%	-1%	1%	-8%[10 µM]	4%	-4%	2%	6%
CC(NC=C1C(=O)OC(C)(C)OC1=O)C(=O)O (configuration not stated)	·	-1%	-6%	-3%	-14%	i	4%	-8%
CN1CCN(c2ccccc2NC(=O)c2ccc(N3CCCC3)c([N+](=O)[O-])c2)CC1	-12%	-4%	?	·	-17%	i	-2%	3%
COc1ccccc1C(=O)Nc1ccccc1SCc1cc(=O)c2ccccc2[nH]1	·	4%	-6%	·	-10%	·	-9%	-7%
O=C(CSc1nncs1)NCCCc1ccccc1	?	-6%	7%	-51%[inhibitor]	9%	-5%	-1%	11%
Cc1ccc(S(=O)(=O)N2CCC(NC(=O)c3cccc(C)c3)CC2)cc1	8%	2%	-1%	-4%[10 µM]	-6%	i	2%	3%
O=c1cc(Nc2cccc(Br)c2)[nH]c(=O)[nH]1	3%	-1%	1%	·	3%	0%	-6%	3%
CC(C)OCC(O)CSc1ccccn1 (configuration not stated)	5%	-2%	1%	13%	0%	-3%	5%	1%
Cc1ccc(NC(=O)CN(C)S(=O)(=O)c2ccc3c(c2)n(C)c(=O)c(=O)n3C)c(C)c1	·	0%	-6%	·	-1%	·	4%	0%
CCOC(=O)c1ccccc1NC1(c2ccc(OC)cc2)C(=O)c2ccccc2C1=O	·	-1%	-7%	·	-22%	·	0%	-16%
CCN(CC)CCCN1C(=O)C(=O)/C(=C(/O)c2ccc3c(c2)OCCO3)C1c1ccc(C)o1 (configuration not stated)	1%	-6%	-16%	-8%	-4%	-2%	-2%	-1%
O=C(Cn1cccc1C(=O)c1ccccc1)NCc1ccc2c(c1)OCO2	-11%	1%	-7%	-7%	-6%	-5%	9%	-1%
O=C(NCc1ccc(F)cc1)Nc1cccc([N+](=O)[O-])c1	4%	-1%	-8%	-11%[10 µM]	-14%	i	-1%	-16%
Cc1ccc2nc(SCC(=O)O)nc(C)c2c1	·	4%	7%	-29%	-4%	0%	-15%	6%
CC(C)OC(=O)C(C)Oc1ccc(C(=O)NCCc2ccccc2)cc1 (configuration not stated)	·	0%	-26%	-13%	-17%	-7%	13%	6%
CC(C)CNC(=O)c1cccc(NC(=O)CCc2ccccc2)c1	-5%	-1%	-8%	6%[10 µM]	-7%	-3%	-1%	-13%
COCCNC(=O)c1cc2nc(-c3ccccc3)cc(C)n2n1	-1%	1%	0%	-12%[10 µM]	-10%	-1%	-6%	8%
Cc1cc(C)cc(NC(=S)Nc2ccc(Cl)c(Cl)c2)c1	-2%[11.4 µM]	-6%	-2%	-5%	?	i	8%	?
SMILES	L3MBTL1 inh	TR SRC2 fluor cs	Tau ThT inhib	HTT cytoprotect	Tau fluor counter	RECQ1 helicase	TRb-SRC2 inh	Tau fibril FP
CC(=O)Nc1cccc(NC(=O)Nc2ccc(C(C)=O)cc2)c1	-7%[11.4 µM]	-6%	8%	-34%	3%	4%	1%	1%
CCOc1ccc(N2CSC3=C(C#N)C(c4ccco4)CC(=O)N3C2)cc1 (configuration not stated)	·	-10%	14µM*	-8%	?	?	1%	?
COC(=O)c1cccc(S(=O)(=O)N(Cc2ccco2)Cc2cc3cc(OC)ccc3[nH]c2=O)c1	·	-1%	?	-17%[10 µM]	-22%	-6%	-3%	-15%
Cc1ccc(Cl)cc1N1CCN(C(=O)c2cn(CC(C)C)c(=O)c3c2c2ccccc2n3C)CC1	·	-5%	-11%	·	-13%	·	-3%	-5%
OC(COCc1ccccc1)CN1CCN(c2ccccc2F)CC1 (configuration not stated)	0%	-2%	-13%	-30%	-1%	-1%	-21%	6%
O=C(CN1C2=NCCN2c2ccccc21)c1ccc2c(c1)OCO2	2%	0%	0%	-1%[10 µM]	6%	0%	-4%	3%
FC(F)(F)COc1nc(OCC(F)(F)F)nc(N2CCN(c3ccccc3)CC2)n1	-6%	0%	-11%	-5%	-28%	-7%	-18%	-5%
CC/C(=N\NC(=O)c1c(-c2ccccc2)noc1C)c1ccc(C)o1	-5%	-1%	9%	·	3%	-3%	8%	-1%
Clc1cccc(-c2cc3nc4c(c(N5CCOCC5)n3n2)CCCC4)c1	·	1%	?	-51%[inhibitor]	-16%	4%	-16%	1%

These rows are one share of the data, so the mix of outcomes need not match the whole.
